GSK3B inh = human GSK3beta kinase inhibitors, primary screen, biochemical, cell-free homogeneous, HTS; 300,000 tested, 0.038% active; Glycogen synthase kinase-3 beta (Homo sapiens), P49841; activity score (negative = inhibition), % at 10 µM; GST-GSK3beta kinase, ADP-Glo luminescence, 60 min; hits give low values; AID 2097, 2009;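 active means more than half of replicate wells score below -50%, meaning over 50% inhibition versus plate controls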;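 further: 0% = median DMSO wells and -100% = median GW8510 positive control wells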
Target sequence (P49841 whole entry, looked up): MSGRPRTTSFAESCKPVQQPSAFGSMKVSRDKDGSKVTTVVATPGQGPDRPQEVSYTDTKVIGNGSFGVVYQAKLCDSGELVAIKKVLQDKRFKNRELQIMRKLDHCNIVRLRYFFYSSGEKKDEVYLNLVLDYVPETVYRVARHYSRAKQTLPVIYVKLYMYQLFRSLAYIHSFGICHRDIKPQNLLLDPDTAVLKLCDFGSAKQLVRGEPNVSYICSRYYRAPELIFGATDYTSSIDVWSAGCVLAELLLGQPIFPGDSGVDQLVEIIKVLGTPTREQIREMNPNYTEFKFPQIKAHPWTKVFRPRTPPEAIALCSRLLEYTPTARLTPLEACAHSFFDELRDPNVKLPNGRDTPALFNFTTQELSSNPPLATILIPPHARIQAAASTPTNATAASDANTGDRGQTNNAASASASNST
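Test system – GST-tagged human GSK3beta kinase, cell-free · Incubation – 60 min enzyme reaction, room temperature · Signal – ADP-Glo luminescence · Also added – peptide substrate and ATP at 25 µM · Controls – DMSO neutral wells and GW8510 at 20 µM as positive · Buffer or medium – Tris/MgCl2 kinase buffer · Measure – Luminescence-derived activity versus plate DMSO and GW8510 wells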
PolyA inhibitor = polyadenylation inhibitors in yeast reporter cells, primary screen, luminescence, S. cerevisiae. S. cerevisiae SKY197-pL101 polyadenylation reporter, beta-gal luminescence; efflux-impaired pdr1/pdr3 knockout yeast; score 100 = 6 SD above DMSO. calls only at 12 µM. 300,000 tested, 0.02% active. AID 1875, 2009;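 active means lowest replicate activity score at least 50, where 100 means six control SD above control mean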;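 further: yeast exposed to compound for 9 h at 30 °C; higher score means more reporter readthrough which indicates perturbed polyadenylation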
KCNK3 block = human KCNK3 channel inhibitors, primary screen, CHO cells, FluxOR thallium flux, B-score; FluxOR fluorescence; hits give low values; 340,000 tested, 0.84% active; B-score at 10 µM; AID 602410, 2012; Potassium channel subfamily K member 3 (Homo sapiens), O14649;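 active means B-score under library mean minus 4 SD, starting fluorescence ratio at most library mean plus 5 SD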;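 further: more negative B-score means stronger inhibition of thallium flux through KCNK3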
RGS4 act = RGS4 potentiators or activators, primary screen, cell-based, HEK293 M3R inducible RGS4, calcium flux; 310,000 tested, 0.92% active; B-score at 10 µM; AID 463111, 2010; carbachol calcium flux Fluo4; hits give low values;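 active means B-score of the integrated calcium signal more than 4 SD below the library mean, with starting fluorescence not abnormally high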;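 further: negative B-score means reduced calcium response which marks RGS4 activation or potentiation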
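Assay system: HEK293 FlpIn-TREx cells, stable M3R, doxycycline-inducible RGS4 / Probe or stimulus: carbachol, ECmax concentration / Times: overnight RGS4 induction, 30 min dye load 37 °C, 20 min compound RT / Signal: kinetic calcium fluorescence imaging with Fluo4-AM dye, 2 µM / Measure: Agonist-evoked peak-minus-minimum fluorescence over baseline, integrated ratio, B score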
GSK3 alpha inh = blockers of GSK3A enzyme activity – biochemical, luminescence, cell-free homogeneous, HTS, primary screen. Glycogen synthase kinase-3 alpha (Homo sapiens), P49840. GSK-3 alpha kinase, ADP-Glo luminescence, 60 min. inhibition, % at 10 µM. 320,000 tested, 0.1% active. AID 2650, 2010;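 in the data active means inhibition above about 50%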;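 further: GST-tagged GSK-3 alpha with peptide substrate and 25 µM ATP; 0% = DMSO neutral wells and 100% = GW8510 positive control wells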
hERG protect = hERG rescue from dofetilide block, primary screen, cell-based, CHO-hERG, FluxOR thallium flux, dofetilide IC70; dofetilide IC70 present; activation (rescue from dofetilide block), less the hit threshold, % at 10 µM; 310,000 tested, 0.51% active; AID 1511, 2009;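 active means activation above the mean of controls blocked by dofetilide plus 5 SD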;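 further: thallium influx through hERG after potassium depolarization seen as dye fluorescence rise; in these data hits start at about 4.7%; inactives centre near -7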
Dyrk1A ADPGlo = rat Dyrk1A kinase inhibitors, primary screen, biochemical, single point, plate reader; AID 504441, 2011; inhibition, % at 12.5 µM; ADP-Glo luminescence, NFATc1 peptide; 310,000 tested, 0.43% active; in the data active means inhibition above about 50%;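 further: plate controls were vehicle with enzyme for no effect and no enzyme for full effect; many of its hits are not listed in these tables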
KCNK9 block = KCNK9 potassium channel inhibitors, primary screen, HEK293 cells, thallium flux | Potassium channel subfamily K member 9 (Homo sapiens), Q9NPC2 | FluxOR thallium flux fluorescence; hits give low values | B-score at 10 µM | 310,000 tested, 1.2% active;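 active means ratio B-score over 3 SD below the library mean, with starting fluorescence within 5 SD of its mean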;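 further: negative B-score means less thallium flux so channel inhibition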
Target sequence (Q9NPC2 whole entry, looked up): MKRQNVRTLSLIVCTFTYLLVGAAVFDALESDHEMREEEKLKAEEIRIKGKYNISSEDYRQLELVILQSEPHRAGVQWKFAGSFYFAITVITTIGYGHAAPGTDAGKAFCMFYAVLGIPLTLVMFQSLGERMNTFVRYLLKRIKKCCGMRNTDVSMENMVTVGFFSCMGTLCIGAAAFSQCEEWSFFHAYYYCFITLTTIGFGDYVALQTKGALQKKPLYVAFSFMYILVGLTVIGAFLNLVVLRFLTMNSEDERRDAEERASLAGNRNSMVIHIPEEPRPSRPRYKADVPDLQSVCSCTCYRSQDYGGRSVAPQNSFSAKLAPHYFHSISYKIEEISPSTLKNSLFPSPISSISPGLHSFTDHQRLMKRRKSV
RGS4 inh = RGS4 inhibitors, primary screen, cell-based, HEK293 M3R inducible RGS4, calcium flux. Fluo-4 calcium flux; hits give high values; triggered by carbachol at its EC20. AID 463165, 2010. B-score at 10 µM. Regulator of G-protein signaling 4 (Homo sapiens), P49798. 310,000 tested, 0.45% active;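 active means B-score, a plate-corrected calcium signal, over three deviations above library mean, with baseline fluorescence within five deviations of library mean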;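 further: RGS4 expression induced by doxycycline in cells with stable M3 receptor; B-score is computed from the integrated fluorescence ratio over baseline after carbachol; higher B-score means a larger calcium signal and so more RGS4 inhibition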
Target sequence (P49798 whole entry, looked up): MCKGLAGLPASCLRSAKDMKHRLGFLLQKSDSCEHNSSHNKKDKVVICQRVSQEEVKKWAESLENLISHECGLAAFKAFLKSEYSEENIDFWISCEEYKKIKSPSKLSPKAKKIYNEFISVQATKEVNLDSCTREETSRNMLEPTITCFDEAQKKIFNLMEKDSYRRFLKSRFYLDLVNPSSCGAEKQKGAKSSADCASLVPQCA
KCNQ1 block = inhibitors of human KCNQ1 channel, primary screen, cell-based, thallium flux, high-throughput; AID 2642, 2010; CHO-K1 KCNQ1, FluxOR thallium flux fluorescence; hits give high values; 310,000 tested, 1.3% active; B-score at 10 µM; Potassium voltage-gated channel subfamily KQT member 1 (Homo sapiens), P51787;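 active means compounds whose thallium flux B-score, printed positive for inhibition, exceeds three library SD while starting fluorescence stays within three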;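 further: channel opened by potassium depolarization with thallium stimulus after 20 min compound exposure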
KCNQ1 pot = potentiators or activators of KCNQ1 channel, primary screen, cell-based, thallium flux, high-throughput | B-score at 10 µM | AID 2648, 2010 | CHO-K1 KCNQ1, thallium flux FluxOR fluorescence; hits give high values | 310,000 tested, 0.35% active;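 active means fluorescence ratio B-score, a plate-corrected score, at least three library SD, with initial intensity B-score within 5 SD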
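Doses: Single concentration per compound, DMSO matched to controls | Test system: KCNQ1-transfected CHO-K1 cells | Timing: 90 min dye loading and 20 min compound exposure, both at room temperature | Measured by: Kinetic FluxOR thallium fluorescence, 10-s 1-Hz baseline, 110-s post-stimulus read | Medium: Assay buffer with matched DMSO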
* hit, by the source's call; i = inactive; x = not tested or not shown. An excerpt (hit frequency here may not be typical).

SMILES	GSK3B inh	PolyA inhibitor	KCNK3 block	RGS4 act	GSK3 alpha inh	hERG protect	Dyrk1A ADPGlo	KCNK9 block	RGS4 inh	KCNQ1 block	KCNQ1 pot
CCOc1ccc(S(=O)(=O)N(C)C2CCCCC2)cc1	2	i	i	i	-1	-15	0	i	i	i	i
CCC(C)NC(=O)CC(c1ccccc1)c1cc(C)ccc1O (stereo not drawn)	1	i	i	i	3	-15	-4	i	i	i	i
Cc1cc(OCCN2CCCC2)ccc1C(C)C	1	i	i	i	-1	-7	-4	i	i	i	i
Nc1nonc1C(=O)NCCNS(=O)(=O)c1ccc(Br)cc1	1	i	i	i	4	-2	-1	i	i	i	i
CCCNCC1C(Oc2ccc(Cl)cc2Cl)C(=O)N1c1cccc(C)c1C (stereo not drawn)	1	i	i	i	0	-19	x	-6.7*	i	i	i
CC(=O)c1ccc(N2CCN(S(=O)(=O)c3cc(-c4cc(C)no4)ccc3C(C)C)CC2)cc1	0	i	i	i	-1	-6	x	i	i	i	i
Cc1cccc(Cc2nnc(CCC(=O)N(C)C3CCOC3)o2)c1 (stereo not drawn)	-1	i	i	i	1	-3	-3	i	i	i	i
COc1ccc(Cc2c(O)nc(SCC(=O)c3ccc(OC)cc3)[nH]c2=O)cc1	1	i	i	i	3	-3	-4	i	i	i	i
COc1ccccc1NC(=S)N1CCN(C(=O)C2CCCO2)CC1 (stereo not drawn)	-13	i	i	i	-1	-9	5	i	i	i	i
O=C(Nc1ccccc1C(=O)O)c1cccc(NC(=O)c2ccco2)c1	1	i	i	i	x	5.3*	25	i	i	i	i
COc1ccc(C2=NN(CCC(=O)NCc3ccc4c(c3)OCO4)C(=O)CC2)cc1	-3	i	i	i	-4	-8	-2	i	i	i	i
CC(C)CCNC(=O)CN(Cc1ccc2c(c1)OCO2)C(=O)CCC(=O)Nc1ccccn1	-13	i	i	i	-4	-11	5	i	i	i	i
COc1cccc(CN(C)C(=O)C23CC4CC(CC(C4)C2)C3)c1	1	i	i	i	1	-8	0	i	i	i	i
NNC(=O)CNc1cccc(Br)c1	4	i	i	i	0	-6	0	i	i	i	i
CCN(c1ccccc1)S(=O)(=O)c1cc2c3c(c1)C(C)C(=O)N3CCC2 (stereo not drawn)	-2	i	i	i	2	-9	2	i	i	i	i
O=C(Nc1ccc([N+](=O)[O-])cc1)Nc1ccon1	-1	i	i	i	-2	-7	3	i	i	i	i
Cc1ccccc1NC(=O)Cn1c(=O)n(C)c2ccccc21	-3	i	i	i	-1	-8	-3	i	i	i	i
O=C(CSc1ccc([N+](=O)[O-])cc1)Nc1cccc(S(=O)(=O)Nc2ccccc2F)c1	0	i	i	i	0	-12	-5	i	i	i	i
COc1ccc(NCc2nnc(SCC(=O)Nc3cccc(C)c3)o2)cc1	-3	i	i	i	-2	-8	3	i	i	i	i
Cc1[nH]nc2oc(=O)c(CCO)c(C)c12	-2	i	i	i	-1	-3	0	i	i	i	i

Limited to RGS4 act, for some of the entries so far:
SMILES	RGS4 act
Cc1cc(OCCN2CCCC2)ccc1C(C)C	i
Nc1nonc1C(=O)NCCNS(=O)(=O)c1ccc(Br)cc1	i

Entries listed above shown as hits in KCNK9 block.
Structure	GSK3B inh	PolyA inhibitor	KCNK3 block	GSK3 alpha inh	Dyrk1A ADPGlo	KCNK9 block	RGS4 inh	KCNQ1 block	KCNQ1 pot
CCCNCC1C(Oc2ccc(Cl)cc2Cl)C(=O)N1c1cccc(C)c1C (stereo not drawn)	1	i	i	0	x	-6.7*	i	i	i

(continued)
SMILES	GSK3B inh	PolyA inhibitor	KCNK3 block	RGS4 act	GSK3 alpha inh	hERG protect	Dyrk1A ADPGlo	KCNK9 block	RGS4 inh	KCNQ1 block	KCNQ1 pot
Cc1cc(C)n(C(C)CNS(=O)(=O)c2ccc(Cl)cc2)n1 (stereo not drawn)	2	i	i	i	-1	-1	2	i	i	i	i
Cc1ccc(N2CCN(/N=C/c3c(C)nn(-c4ccccc4)c3Cl)CC2)cc1	-19	i	i	i	0	-5	-3	i	i	i	i
Cc1ccc(C(O)C(=O)c2ccco2)cc1 (stereo not drawn)	-2	i	i	i	x	-8	5	i	i	i	i
Cc1ccc(-c2nc(=S)c3c(n2CCN2CCOCC2)CC(C)(C)OC3)cc1	1	i	i	i	-5	-8	5	i	i	i	i
C=CCNC(=S)Nc1ccccc1-c1nnc2n1CCCCC2	-1	i	i	i	-1	-2	2	i	i	i	i
Fc1cccc(C2CC(c3cccc(Br)c3)Nc3nnnn32)c1 (stereo not drawn)	4	i	i	i	-3	-11	-4	i	i	i	i
CCOC(=O)c1ccc(NC(=O)CNC(=O)c2ccccc2)cc1	2	i	i	i	1	-7	1	i	i	i	i
O=C(C1=C(O)C(=O)N(CCN2CCOCC2)C1c1ccccc1)c1cccs1 (stereo not drawn)	-2	i	i	i	-3	-9	3	i	i	i	i
Cc1ccc(NC(=O)Cn2c(CCC(=O)O)ccc2-c2cccs2)cc1	3	i	i	i	0	-5	-3	i	i	i	i
CCOC(=O)NC1(C(F)(F)F)N=C(c2ccccc2)NC1=O (stereo not drawn)	-2	i	i	i	-2	-10	-6	i	i	i	i
COc1ccc(C2C(C#N)=C(N)N(Nc3ccccc3)C3=C2C(=O)CC(C)(C)C3)cc1C (stereo not drawn)	-15	i	i	i	x	-6	-3	i	i	i	i
C=C1CCN([C@H](C(=O)NCc2ccc(OC)cc2)C(C)C)S(=O)(=O)c2ccccc21	1	i	i	i	3	-11	3	i	i	i	i
COc1ccc(C2CC(=O)C(C=NCC(C)C)=C(O)C2)cc1 (stereo not drawn)	0	i	i	i	-1	-4	-7	i	i	i	i
Cc1ccc(C(=O)Nc2ccc(C(=O)N3CCCCC3C)cc2)cc1 (stereo not drawn)	2	i	i	i	0	-1	x	i	i	i	i
Cc1ccc(S(=O)(=O)N2CCC(c3nnc(SCCN4CCCC4)n3C)CC2)cc1	-1	i	i	i	-2	-10	-3	i	i	i	i
CCn1c(Cc2ccc(OC)cc2)nnc1SCC(=O)Nc1nc2ccccc2s1	-7	i	i	i	-3	-6	1	i	i	i	i
O=C(Nc1ncc(S(=O)(=O)c2ccc([N+](=O)[O-])cc2)s1)c1ccccc1F	0	i	i	i	5	-4	-3	i	i	i	i
CC(=O)N[C@H]1[C@H]([C@H](O)[C@H](O)CO)OC(C(=O)O)=C[C@@H]1O	4	i	i	i	7	-5	18	i	i	i	i
COc1ccc(NC(=O)c2ccc(Cn3cc(Cl)cn3)cc2)cc1	2	i	i	i	1	-2	4	i	i	i	i
CCCOC(=O)Nc1nc(-c2ccc(C)cc2)c(C)s1	1	i	i	i	-17	-2	x	i	i	i	i
CN1CCN(C(=O)/C=C/c2ccccc2)CC1	1	i	i	i	-2	0	1	i	i	i	i
CCCN(CCC)C(=O)c1ccc2c(c1)N(CC)C(=O)c1ccccc1S2(=O)=O	-3	i	i	i	-1	-5	-4	i	i	i	i
COc1ccc(CCNC(=O)CN2CCCc3ccccc32)cc1OC	1	i	i	i	0	-13	1	i	i	i	i
Cc1ccc(CNS(=O)(=O)c2ccc([N+](=O)[O-])cc2)cc1	-1	i	i	i	-1	-8	-3	i	i	i	i
CC(Oc1ccc(F)cc1)C(=O)Nc1ccc(N2CCOCC2)cc1N1CCOCC1 (stereo not drawn)	2	i	i	i	-2	-5	1	i	i	i	i
O=C(NCCCn1ccnc1)c1cccc(Cl)c1	1	i	i	i	-2	-5	-5	i	i	i	i
CC1CN(C(=O)Cc2ccc(-c3ccccc3)cc2)CC(C)O1 (stereo not drawn)	1	i	i	i	0	-5	-3	i	i	i	i
CCNC(=S)NNc1nc(N2CCCCC2)nc(N2CCOCC2)n1	0	i	i	i	4	-7	-1	i	i	i	i
CC(NC(=O)Nc1ccccc1F)C(C)(C)C (stereo not drawn)	-3	i	i	i	1	-10	-2	i	i	i	i
CCN(CC(=O)Nc1ccc(NC(C)=O)cc1)C(=O)c1cccc(S(=O)(=O)N2c3ccccc3CC2C)c1 (stereo not drawn)	1	i	i	i	-2	-11	4	i	i	i	i
Cc1ccccc1Cn1nc(C)c(NC(=O)c2noc3c2CC(C(C)(C)C)CC3)c1C (stereo not drawn)	-1	i	i	i	-3	-4	3	i	i	i	i
OCC1CCCN(C2CCN(Cc3nc(Cc4cccc(C(F)(F)F)c4)no3)CC2)C1 (stereo not drawn)	-2	i	i	i	-1	-7	-3	i	i	i	i

Some of these compounds in order of heavy-atom count, smallest number first:
SMILES	GSK3B inh	PolyA inhibitor	KCNK3 block	RGS4 act	GSK3 alpha inh	hERG protect	Dyrk1A ADPGlo	KCNK9 block	RGS4 inh	KCNQ1 block	KCNQ1 pot
CN1CCN(C(=O)/C=C/c2ccccc2)CC1	1	i	i	i	-2	0	1	i	i	i	i
CC1CN(C(=O)Cc2ccc(-c3ccccc3)cc2)CC(C)O1 (stereo not drawn)	1	i	i	i	0	-5	-3	i	i	i	i
CCCN(CCC)C(=O)c1ccc2c(c1)N(CC)C(=O)c1ccccc1S2(=O)=O	-3	i	i	i	-1	-5	-4	i	i	i	i
